High-throughput results deposited in PubChem by National Center for Advancing Translational Sciences (NCATS).
RGS4 inh – blocks human RGS4-accelerated GTP hydrolysis; AID 504845; Potency, µM (titrated, usually from 114 µM), inactives show at the top dose activity change, negative = inhibition, hits mostly inhibitors; Transcreener GDP fluorescence polarization, RGS4-accelerated GTP hydrolysis; 0.039% of 390,000 active; also: % is scaled to controls: 0 for no effect and ±100 for the full control effect; nearly all actives have a fitted effect of over 75% in size; some results filed as inactive show a strong effect at the top dose
Target sequence (P49798 whole entry, looked up): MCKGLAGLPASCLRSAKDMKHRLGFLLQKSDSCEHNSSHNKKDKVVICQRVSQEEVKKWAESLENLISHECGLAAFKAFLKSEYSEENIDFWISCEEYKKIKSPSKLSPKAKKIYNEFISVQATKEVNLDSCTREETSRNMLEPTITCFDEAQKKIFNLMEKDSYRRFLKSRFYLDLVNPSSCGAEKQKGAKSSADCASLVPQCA
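MLSMR compounds (23 nl, pin-transferred) preincubated 10 min at room temperature with a 500nM (2x) first reagent, then RGS4 at 900nM (2x) plus Transcreener GDP mix added; fluorescence polarization (620/688 nm) read before and after 90 min at 30 °C.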
RXFP1 agonist – RXFP1 (human) receptor agonism; Q9HBX9; HEK293T-RXFP1 cAMP TR-FRET, 30 min; response scale: percent of porcine relaxin response, buffer zero; Potency, µM (series often up to 57.5 µM), inactives show at the top dose activation, most hits filed as activators; 0.3% of 370,000 active; AID 2676; also: % is scaled to controls: 0 for no effect and ±100 for the full control effect; nearly all actives have a fitted effect of over 60% in size; many of its hits are not listed in these tables
Target sequence (Q9HBX9 whole entry, looked up): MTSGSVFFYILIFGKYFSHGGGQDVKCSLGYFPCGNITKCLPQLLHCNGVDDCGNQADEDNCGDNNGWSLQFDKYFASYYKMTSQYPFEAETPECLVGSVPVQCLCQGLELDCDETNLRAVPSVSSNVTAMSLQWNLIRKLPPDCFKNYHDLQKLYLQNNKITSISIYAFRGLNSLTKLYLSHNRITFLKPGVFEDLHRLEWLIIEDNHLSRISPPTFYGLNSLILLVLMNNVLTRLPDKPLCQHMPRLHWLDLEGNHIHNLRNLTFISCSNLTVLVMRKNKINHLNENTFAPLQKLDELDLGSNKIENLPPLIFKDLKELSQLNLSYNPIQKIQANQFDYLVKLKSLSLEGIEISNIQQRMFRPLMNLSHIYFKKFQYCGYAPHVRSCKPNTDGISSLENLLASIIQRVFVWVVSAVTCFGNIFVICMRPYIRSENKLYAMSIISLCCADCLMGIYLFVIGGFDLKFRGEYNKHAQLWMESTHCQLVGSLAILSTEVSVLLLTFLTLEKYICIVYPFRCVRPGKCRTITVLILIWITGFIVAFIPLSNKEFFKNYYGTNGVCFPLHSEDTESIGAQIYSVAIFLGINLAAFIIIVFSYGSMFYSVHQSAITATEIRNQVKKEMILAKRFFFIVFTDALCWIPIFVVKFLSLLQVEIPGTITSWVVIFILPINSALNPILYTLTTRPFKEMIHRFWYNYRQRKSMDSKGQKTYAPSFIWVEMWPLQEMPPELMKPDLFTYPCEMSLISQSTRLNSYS
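HEK293T cells stably expressing RXFP1 were pretreated with the PDE4 inhibitor Ro 20174, exposed to compounds for 30 min at 37C, lysed, and cAMP was read by TR-FRET. Data normalized to buffer (basal) and 29 nM porcine relaxin (100%).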
USP1 inh – USP1/UAF1 (human) deubiquitinase inhibition; recombinant USP1/UAF1, Ub-Rhodamine cleavage fluorescence; 0.23% of 390,000 active; O94782; Potency, µM (series often up to 57.1 µM), without a hit: at the highest dose activity change, negative = inhibition, usual class: inhibitors; also: % is scaled to controls: 0 for no effect and ±100 for the full control effect; nearly all actives have a fitted effect of over 60% in size; inactives centre near -12
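USP1/UAF1 complex at 1 nM was preincubated with compound for 15 min at room temperature, then Ub-Rho substrate (150nM final) was added. Fluorescence (480/540 nm) was read kinetically, 6 reads every 60 seconds.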
Vif-APOBEC3G blk – blocks the Vif interaction with human APOBEC3G. Q9HC16. HeLa A3G-eYFP + Vif (tagged APOBEC3G with the HIV-1 protein that degrades it), YFP fluorescence, overnight. Potency, µM (highest dose often 46.1 µM), for inactives: top-dose activity, negative = active, actives largely listed as inhibitors. 0.076% of 410,000 active;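 also: % is scaled to controls: 0 for no effect and ±100 for the full control effect; nearly all actives have a fitted effect of over 60% in size; hits raise eYFP signal because A3G escapes Vif-driven loss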
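Read-out is eYFP fluorescence (Ex 488/Em 500-530) from Vif-expressing HeLa A3G-eYFP cells; more signal means A3G escaped Vif-mediated degradation. Cells plated overnight, compound pinned in, incubated overnight at 37 deg C.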
TrxR1 inh – inhibitors of rat thioredoxin reductase 1. O89049. recombinant rTrxR1, NADPH fluorescence consumption, selenite substrate. Potency, µM (series often up to 114 µM), for the others: at the top dose activity change, negative = inhibition, hits mostly inhibitors. 1% of 390,000 active; also: % is scaled to controls: 0 for no effect and ±100 for the full control effect; nearly all actives have a fitted effect of over 65% in size
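Rat TrxR1 (90 nM in the dispensed reagent) was pre-reduced with 400 uM NADPH for 5 min at room temperature, then incubated with compound for 15 min. After 400 uM selenite was added, NADPH fluorescence (Ex 340/Em 450 nm) was followed for 8 min.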
ALOX12 inh – blocks human arachidonate 12S-lipoxygenase; 1.1% of 580,000 active; AID 1671190; purified 12hLO, xylenol orange hydroperoxide absorbance; P18054; Potency, µM (top dose mostly 108 µM), for inactives: top-dose activity change, negative = inhibition, hits mostly inhibitors; also: % is scaled to controls: 0 for no effect and ±100 for the full control effect
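Purified human 12hLO at 150 nM in 25 mM Hepes, 0.01% Triton X-100, pH 7.0, preincubated 15 min at room temperature with compound. Reaction started with 40 uM arachidonic acid, 30 min at room temperature. Hydroperoxide measured by Fe-xylenol orange, 573/405 nm absorbance ratio.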
Vif-A3F inh – Vif-A3F binding inhibition; HeLa A3F-eYFP + Vif (tagged APOBEC3F with the HIV-1 protein that degrades it), YFP fluorescence increase; Potency, µM (highest dose often 46.1 µM), without a hit: top-dose activity, negative = active; 0.2% of 390,000 active; AID 602313; also: % of control where 0% means no effect; nearly all actives have a fitted effect of over 65% in size
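Fluorescence increase (Ex 488/Em 500-530) after overnight compound treatment at 37 deg C flags inhibition of Vif-driven A3F-eYFP loss in stable HeLa A3F-eYFP/Vif cells seeded overnight beforehand.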
mIDH1 inhibitor – blocks human mutant IDH1 R132H enzyme | IDH1-R132H enzyme, NADPH consumption, diaphorase/resazurin fluorescence | O75874 | Potency, µM (highest dose often 76.6 µM), without a hit: at the top dose activity change, negative = inhibition, hits mostly inhibitors | 0.093% of 390,000 active; also: % is scaled to controls: 0 for no effect and ±100 for the full control effect; nearly all actives have a fitted effect of over 65% in size
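IDH1-R132H (0.5 ug/mL dispensed) in pH 7.5 Tris buffer was preincubated 30 min with compound, then given a substrate mix of 0.016 mM NADPH and 2 mM alpha-KG for 80 min at room temperature; remaining NADPH was read by diaphorase/resazurin fluorescence.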
TrxR1 substrate – substrates of rat thioredoxin reductase 1; Potency, µM (top dose mostly 114 µM), for the others: top-dose activity change, negative = substrate turnover; 0.01% of 390,000 active; purified TrxR1 substrate turnover, NADPH consumption readout; O89049; also: % is scaled to controls: 0 for no effect and ±100 for the full control effect; nearly all actives have a fitted effect of over 50% in size
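Rat TrxR1, dispensed at 90 nM, was prereduced with 400 uM NADPH (final) for 5 min at ~22 deg C, then incubated with compound 15 min before 400 uM selenite. A first-read NADPH fluorescence drop versus no-compound background flagged substrates.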
Numbers without * were called inactive; ? = inconclusive; nt = no result given; & = joins results of further samples; [ ] = another dose, or the depositor's remark. Calls follow the shape of the dose curve; as a rule, active = well fitted curve in the direction sought with a large enough effect; inconclusive = small, poorly fitted or top-dose-only effect, or another doubt; inactive = no such curve, though single readings can be large; an effect the other way counts as inactive or inconclusive. Potency is read from the fitted curve at half-maximal effect. These rows are one share of the data, so the mix of outcomes need not match the whole.

SMILES	RGS4 inh	RXFP1 agonist	USP1 inh	Vif-APOBEC3G blk	TrxR1 inh	ALOX12 inh	Vif-A3F inh	mIDH1 inhibitor	TrxR1 substrate
CCOc1ccccc1NC(=O)CN1C(=O)CC(c2ccco2)Sc2ccccc21 (stereo not given)	-3.8%	1.0%	-32.5%	-25.7%	-1.8%	0.0%	-4.1%	3.7%	-4.9%
O=[N+]([O-])c1cc(C(F)(F)F)ccc1NCCNC(=S)Nc1ccc(Cl)cc1	-3.6%	0.8%	?	-10.9%	0.3%	39.8µM*	-5.4%	2.2%	-5.3%
Cc1cc(C(=O)N/N=C/c2ccco2)c2ccccc2n1	8.8%	3.3%	-14.6%	?	-12.5%	5.1%	-9.2%	-0.5%	-12.6%
COC(=O)c1ccc(OCC2c3cc(OC)c(OC)cc3CCN2C(=O)c2ccccc2C)cc1 (stereo not given)	23.3%	0.5%	-23.4%	-0.9%	3.3%[57.1 µM]	-14.2%	3.3%	-2.1%	-5.7%[57.1 µM]
CC(=O)Nc1ccc(NC(=O)Cc2ccc(S(=O)(=O)N3CCCCC3)s2)cc1	-11.1%	2.6%	-4.5%	1.8%	-1.8%	-22.7%	4.9%	-0.2%	-5.8%
CC(=O)N(c1ccccc1Cl)S(=O)(=O)c1ccc(Cl)cc1	6.5%	3.2%	-18.3%	1.0%	3.2%[57.1 µM]	0.5%	-4.4%	3.6%	6.8%[57.1 µM]
CC(=O)N1CCN(C(=S)c2ccc(Cl)cc2)CC1	-25.0%	0.6%	-25.7%	1.5%	-2.9%	1.8%	5.4%	2.6%	-7.7%
Cc1nnc(NC(=O)c2ccc3nccnc3c2)s1	-17.4%	19.6%	-17.1%	0.3%	20.6%[57.1 µM]	-29.8%	0.1%	13.4%	4.6%[57.1 µM]
CC1CCN(S(=O)(=O)c2ccc(NC(=O)CSc3nnnn3C)cc2)CC1	8.6%	1.7%	-10.8%	1.3%	-12.1%	-4.5%	2.3%	0.0%	-8.2%
Cc1ccc2nsnc2c1NC(=O)Cc1ccc(Cl)cc1	11.6%	0.3%	-15.9%	-1.1%	7.8%[57.1 µM]	-5.2%	-9.8%	-5.2%	23.8%[57.1 µM]
O=C(Nc1ccc(C(F)(F)F)cc1[N+](=O)[O-])O[C@H]1[C@H](Cc2ccccc2)NS(=O)(=O)[C@H]2C[C@@H]3C=C[C@]12O3	-4.7%	1.3%	-24.5%	-11.5%&-8.1%	18.5%&24.1%	8.4%	0.5%	11.1%	1.0%&-2.6%
CC(=O)Nc1sc(C)c(C)c1C(=O)OCC(=O)N(CC(C)C)c1c(N)n(Cc2ccccc2)c(=O)[nH]c1=O	4.3%	0.6%	-3.2%	-3.2%	15.7%	3.4%	?	-10.1%	-1.4%
Cc1ccc(NC(=O)Nc2c(C)[nH]c(=O)[nH]c2=O)cc1Cl	-17.1%[56.9 µM]	3.2%	-10.4%	-9.5%	27.4%	2.8%	10.0%	-13.0%	5.5%
CN(Cc1cccs1)C(=O)C1CCN(S(=O)(=O)c2ccccc2)CC1	-0.7%	1.3%	-9.1%	-9.5%	14.3%	382.0%[activator]	-1.1%	6.8%	4.9%
COc1ccccc1N1CCN(C(=O)c2sc3nc(C)nc(N4CCN(c5ccccn5)CC4)c3c2C)CC1	25.2%	7.2%	-1.2%	-1.7%	-5.1%[57.1 µM]	?	2.3%	0.5%	2.2%[57.1 µM]
O=C(O)c1ccc(NS(=O)(=O)c2ccc(N3C(=O)CCC3=O)cc2)cc1	-15.1%	1.6%	-14.9%	0.7%	-8.5%	0.5%	-9.3%	-2.3%	-5.3%
COc1ccc(-c2nc(NCCCN(C)C)c3ccccc3n2)cc1	-7.1%	?	4.8%	9.9%	16.0%	-19.9%	3.3%	5.8%	2.0%
CCN(C(=O)COC(=O)c1cccc(S(=O)(=O)N2CCOCC2)c1)C1CCS(=O)(=O)C1 (stereo not given)	0.6%	-0.5%	?	2.2%	-6.0%	0.6%	0.0%	2.1%	-5.2%
CC(NC(=O)c1cccc(S(=O)(=O)N2CCCCCC2)c1)c1ccccc1 (stereo not given)	23.4%	1.1%	-7.8%	2.4%	28.1%	-9.7%	-5.4%	10.4%	6.0%
CC(=O)c1ccc(N2CCN(C(=O)C3CCN(S(=O)(=O)c4c(C)noc4/C=C/c4ccccc4F)CC3)CC2)cc1	-5.9%	0.9%	-12.3%	4.7%	25.9%[57.1 µM]	-21.1%	1.5%	-21.0%	3.4%[57.1 µM]
c1cc(CNc2ccc3c(c2)OCO3)ccn1	?	-2.1%	?	1.1%	-19.3%	-20.2%	-7.3%	10.7%	10.8%
CC(=O)Nc1cc2c(ccc3ccccc32)oc1=O	13.3%	17.5%	-30.7%	1.8%	?	2.1%	7.9%	-3.8%	112.8%[activator][57.1 µM]
Fc1ccc(C2CC(c3ccc(F)cc3)n3ncnc3N2)cc1 (stereo not given)	13.3%	-1.5%	-11.3%	-1.6%	3.4%[57.1 µM]	0.0%	-5.8%	0.3%	6.0%[57.1 µM]
O=c1cc(-c2ccccc2)nc2nc(CCc3ccccc3)[nH]n12	1.8%	2.7%	-25.1%	-18.9%	5.2%[57.1 µM]	-49.9%	-1.7%	4.7%	-8.1%[57.1 µM]
O=C(NCC(c1ccco1)N1CCc2ccccc2C1)c1ccc([N+](=O)[O-])cc1 (stereo not given)	-17.2%	-1.3%	-16.8%	2.0%	4.9%	nt	0.4%	10.2%	-4.5%
COc1ccc(/C=C/c2cc(C(=O)O)c3ccccc3n2)cc1	19.7%	22.7%	-1.0%	1.0%	-13.7%	?	0.1%	7.3%	41.3%[activator]
CCC(C(=O)OC)n1cnc2c(nnn2-c2ccccc2)c1=O (stereo not given)	-3.8%	1.4%	-2.8%	2.9%	13.8%[57.1 µM]	24.6%	5.9%	-3.7%	-1.9%
Cn1c(CNC(=O)CNC(=O)c2ccccc2)cc(=O)n(C)c1=O	20.3%	1.8%	-23.1%	0.1%	21.5%	0.0%	5.6%	-11.4%	2.4%
CS(=O)(=O)N1CCc2cc(C(=O)N3CCN(c4ccccc4)CC3)ccc21	-16.4%&-3.2%	0.4%&-0.4%	1.0%&-15.7%	-1.7%&3.5%	-12.1%&10.4%	?	2.6%&-3.8%	2.7%&25.0%	7.5%&1.1%
COc1cccc(-c2cc(C(F)(F)F)nc(-n3cccn3)n2)c1	-8.2%	1.0%	-19.3%	-8.7%	20.1%	0.0%	-0.8%	0.6%	27.4%
COc1ccc(/C=N/NC(=O)COc2ccc(Cl)cc2Cl)cc1Cn1nc(C)cc1C	31.7%	-0.1%	1.0%	-15.5%	12.4%	-16.0%	-12.5%	3.1%	-5.5%
O=C(COc1ccc(Cl)cc1Cl)Nc1cccc2cccnc12	-14.7%	3.6%	-19.2%	2.2%	5.4%	?	5.5%	0.9%	-6.9%
CC(=O)c1ccc(N2CCN(C(=O)c3cc(S(=O)(=O)N4CCCCCC4)cn3C)CC2)cc1	-35.7%	-1.3%	-20.7%	-0.5%	14.2%[57.1 µM]	-22.3%	-6.3%	-3.8%	0.9%[57.1 µM]
CCCN1C(=O)c2ccccc2NC1c1ccc(C)cc1 (stereo not given)	-2.3%	0.9%	-8.7%	0.1%	2.1%[57.1 µM]	?	4.7%	12.0%	63.0%[activator][57.1 µM]
COc1ccc(-c2nc(NC(=O)c3ccco3)sc2C)cc1	nt	nt	-2.3%	1.1%	nt	?	-1.2%	2.0%	nt
Cc1cc(C)c(O)c(-c2cc(C(=O)NCc3ccccc3)[nH]n2)c1	-24.7%	-0.4%	-16.5%	0.4%	-6.1%	482.9%[activator]	-0.1%	2.4%	-8.8%
Nc1nc2c(ncn2[C@H]2C[C@H](O)[C@@H](CO)O2)c(=O)[nH]1	-12.3%&-1.2%	1.9%	-28.1%	2.8%&-1.6%	5.2%&16.1%	17.8%	1.7%	10.7%	2.0%&8.3%
O=C(Nc1ncc(C(F)(F)F)cc1Cl)C1COc2ccccc2O1 (stereo not given)	-15.1%	0.1%	-2.3%	-0.7%	9.7%[57.1 µM]	?	6.7%	0.2%	-1.6%[57.1 µM]
O=C(Cn1cccc1C(=O)c1ccccc1)NCc1ccccc1	-6.7%	2.4%	1.4%	4.9%	4.3%	53.3%[activator]	-11.7%	7.1%	-5.4%
CCOC(=O)CSc1nc2c(c(=O)[nH]c(=O)n2C)n1CCc1ccccc1	22.0%	2.2%	-18.4%	-6.7%	5.2%[57.1 µM]	0.0%	8.9%	0.4%	6.6%[57.1 µM]
N/C(=N\OC(=O)Cc1ccccc1[N+](=O)[O-])c1ccccn1	1.8%	4.6%	-9.9%	0.4%	16.2%[57.1 µM]	6.5%	1.4%	2.2%	3.0%[57.1 µM]
Cc1cccc(OCC(=O)Nc2ccc(C(=O)c3ccc(C(=O)O)cc3)cc2)c1	-12.6%	1.6%	-18.3%	4.6%	14.7%	-49.9%	0.2%	0.2%	2.8%[57.1 µM]
CCCCC(=O)Nc1ccccc1CC	-11.2%	7.0%	-19.0%	1.8%	24.5%	5.7%	1.8%	8.9%	7.2%
